KKLEB cytotox = cytotoxicity in KKLEB CF airway cells, primary screen, cytotoxicity control for CF NF-kB inhibitor project, cell-based, uHTS, fluorescence assay plates. activity change (cytotoxicity), % at 5 µM. actives 0.36% (n = 360,000). KKLEB CF airway cells viability, ATPlite luminescence, overnight; hits give low values; cells stimulated with P. aeruginosa culture filtrate;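 active = corrected activity change at or below -50% at 5 µM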
MITF TRPM1 inh = inhibitors of MITF-dependent TRPM1 promoter reporter, primary screen, cell-based, SK-MEL-5, single point, luciferase; SK-MEL-5 TRPM1 promoter luciferase, 24 h; actives 0.83% (n = 330,000); inhibition, % at 12.5 µM; AID 488899, 2010;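 active = mean inhibition across replicates of 60% or more, whatever share of single replicates reaches that level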; also: values of inactives mirror those of a sister screen read the other way
NR2E3 ag-1 = inhibitors of NR2E3-RetCOR corepressor binding, primary screen, NR2E3 agonist project, biochemical, TR-FRET, GST-NR2E3, biotin-RetCOR. Photoreceptor-specific nuclear receptor (Homo sapiens), Q9Y5X4. 1536-well. inhibition of corepressor binding, % at 4.78 µM. actives 0.12% (n = 320,000). AID 2300, 2010;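 active = percent inhibition above the cutoff of mean plus 3 SD of all tested compounds, set per screening campaign, cut at about 20% in these data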;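 also: 0% = DMSO wells and 100% = biotin wells as full block of FRET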
Target sequence (Q9Y5X4 whole entry, looked up): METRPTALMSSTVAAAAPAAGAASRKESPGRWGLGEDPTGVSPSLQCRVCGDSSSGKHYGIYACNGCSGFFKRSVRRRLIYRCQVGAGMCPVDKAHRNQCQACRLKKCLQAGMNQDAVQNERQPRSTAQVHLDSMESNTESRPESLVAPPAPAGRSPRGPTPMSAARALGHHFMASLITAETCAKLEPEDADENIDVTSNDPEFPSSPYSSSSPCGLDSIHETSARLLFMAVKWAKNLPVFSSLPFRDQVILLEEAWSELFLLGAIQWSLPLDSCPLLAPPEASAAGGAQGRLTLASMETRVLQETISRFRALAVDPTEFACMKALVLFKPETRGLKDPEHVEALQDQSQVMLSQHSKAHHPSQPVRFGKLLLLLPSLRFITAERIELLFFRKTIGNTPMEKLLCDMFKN
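system = GST-tagged NR2E3 plus biotinylated RetCOR corepressor | input = 1.35 nM GST-NR2E3 | also added = 7 nM biotin-RetCOR | schedule = 5 h incubation at 4 °C | measured by = TR-FRET with europium anti-GST and streptavidin-D2, 340 nm excitation | read-out = percent loss of FRET ratio relative to control wells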
NR2E3 ag-2 = NR2E3 agonists in two-hybrid cells, primary screen, cell-based, luminescence, CHO-S, Gal4-NCOR/VP16-NR2E3. luciferase. inhibition of corepressor binding, % at 3.98 µM. Photoreceptor-specific nuclear receptor (Homo sapiens), Q9Y5X4. AID 602229, 2012. actives 0.35% (n = 360,000);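 active = inhibition above the mean of all tested compounds plus 3 SD, cut at about 70% in these data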;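 also: 0% = DMSO with NR2E3 transfected cells and 100% = cells lacking NR2E3 construct; higher means lower luciferase signal from less NR2E3 corepressor binding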
Peg3 prom inh = Peg3 promoter-driven luciferase inhibitors, primary screen, cell-based, HeLa, luciferase luminescence. HeLa PEG-Prom luciferase reporter, overnight. inhibition, % at 20 µM. actives 1.7% (n = 360,000);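 active = inhibition of at least 50% at 20 µM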
CF NFkB block = inhibitors of PAF-induced NF-kB signaling, primary screen, cell-based, GFP fluorescence, uHTS | actives 0.86% (n = 360,000) | KKLEB NF-kB-GFP reporter, GFP fluorescence overnight | inhibition, % at 5 µM;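 active = at least 50% inhibition at 5 µM, scaled per plate between neutral and stimulator controls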;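 also: PAF is a Pseudomonas aeruginosa culture filtrate used as stimulus; plate controls were PAF-stimulated DMSO wells for no effect and unstimulated DMSO wells for full effect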
PDI turbidity = inhibitors of human PDI, primary screen, biochemical, turbidity, single point, plate reader; Protein disulfide-isomerase (Homo sapiens), P07237; PDI insulin aggregation turbidity, A650, 90 min; inhibition, % at 10 µM; actives 0.052% (n = 350,000);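 active = mean inhibition across replicates of 30% or more, whatever share of single replicates reach that level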;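 also: absorbance from insulin aggregation driven by PDI reduction with DTT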
Target sequence (P07237 whole entry, looked up): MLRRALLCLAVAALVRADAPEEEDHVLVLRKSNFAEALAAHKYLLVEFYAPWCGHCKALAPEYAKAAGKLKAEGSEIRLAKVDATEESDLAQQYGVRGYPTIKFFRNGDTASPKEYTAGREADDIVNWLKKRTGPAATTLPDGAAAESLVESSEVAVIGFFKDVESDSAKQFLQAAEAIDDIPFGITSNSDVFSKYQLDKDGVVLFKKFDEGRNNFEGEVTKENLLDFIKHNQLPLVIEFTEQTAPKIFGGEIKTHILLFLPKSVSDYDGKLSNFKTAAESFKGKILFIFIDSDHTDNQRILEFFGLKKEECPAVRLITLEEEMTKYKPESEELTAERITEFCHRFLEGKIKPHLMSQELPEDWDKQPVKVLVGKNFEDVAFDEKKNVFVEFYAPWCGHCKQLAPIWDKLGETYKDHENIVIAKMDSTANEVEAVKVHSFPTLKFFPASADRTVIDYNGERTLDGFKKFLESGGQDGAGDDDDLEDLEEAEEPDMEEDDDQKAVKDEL
Shn3 3UTR inh = reduction of Shn3 3'UTR firefly luciferase signal, primary screen, Schnurri-3 inhibitor project, cell-based, Clone20 osteoblasts, set 2; Clone20 osteoblast Shn3 3'UTR firefly luciferase, 24 h; inhibition, % at 12.5 µM; actives 0.52% (n = 360,000); AID 588674, 2011;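 active = mean inhibition of at least 75% with every replicate also reaching 75%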;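 also: 0% = median of neutral control wells and 100% = pilot-screen positive control compound; some compounds past the cut are filed as inactive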
HIF-2a block = HIF-2a reporter inhibitors, primary screen, luminescence, 786-0 RCC cells | inhibition, % at 18.8 µM | actives 0.72% (n = 360,000) | AID 624352, 2012 | 786-0 RCC cells HIF-2a reporter, luciferase luminescence, overnight;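 active = inhibition of the luminescence signal of 40% or more relative to plate controls, in a single-dose primary screen at 18.75 µM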
CaV13 ICDI inh = Disruptors of the CACNA1D IQ motif to Ca2+-dependent inactivation inhibitor domain association, primary screening, Förster resonance energy transfer in intact living … | inhibition, % at 12.3 µM | AID 743397 | actives 0.098% (n = 340,000) | HEK cells, CFP/YFP FRET ICDI-IQ, plate reader, 10 min; percent FRET-ratio fall versus neutral wells;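 active = mean replicate inhibition of at least 30% and at least 1% of replicates passing that level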;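 also: 0% = median of the neutral control wells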
Vif imaging = HIV Vif self-association inhibitors, primary screen, imaging, HEK293T, single point; HEK293T cells, Vif self-association by quenched fluorescence, 24 h; inhibition, % at 7.49 µM; actives 0.35% (n = 340,000); AID 602346, 2012; in the data active = inhibition above about 50%, passing the limit was not always enough; also: some results filed as inactive read as strong as hits
* = called active by the depositor; / = not tested or not shown.

Each structure is followed by: KKLEB cytotox	MITF TRPM1 inh	NR2E3 ag-1	NR2E3 ag-2	Peg3 prom inh	CF NFkB block	PDI turbidity	Shn3 3UTR inh	HIF-2a block	CaV13 ICDI inh	Vif imaging
COc1ccccc1CNC(=O)c1cc(-c2ccccc2C)n(CC2CC(c3cccc([N+](=O)[O-])c3)=NO2)n1 (stereo not drawn)
→ -18	9	2	-38	4	7	9	36	8	-11	1
COc1cc(NS(=O)(=O)c2ccc3c(c2)oc(=O)n3C)cc(OC)c1OC
→ 2	19	2	-5	25	19	/	73	11	-12	-16
Cc1oc2c(c1C(=O)NCc1ccccc1)CCCC2
→ -9	-14	1	-6	0	8	-1	15	10	-8	8
COc1ccc(O)c(C(=O)c2cc(C#N)c(=O)n(CC3CCCO3)c2)c1 (stereo not drawn)
→ -9	2	3	4	5	-12	-1	14	-22	/	-5
CCOc1ccccc1/C=C/c1onc(C)c1S(=O)(=O)N1CCC(C(=O)NC(C)(C)C)CC1
→ 6	24	0	-2	27	-28	-1	15	7	0	0
O=C(O)c1nccnc1C(=O)N1CCN(c2ccccc2)CC1
→ 7	-5	-5	1	-8	-2	-1	-22	13	-3	4
CC(C)CC(=O)Nc1nnc(SCC(=O)NCC2CCCO2)s1 (stereo not drawn)
→ 15	2	-2	-8	14	-11	6	-2	12	-6	-6
CC1CCCCC1n1c(-c2cccnc2)n[nH]c1=S (stereo not drawn)
→ -12	-9	0	5	-1	-7	3	-11	9	1	/
CCN(CC)c1nc(N(CC)CC)[nH]c(=O)n1
→ -7	-4	1	25	13	-4	3	3	17	-4	9
CCc1nnc(NC(=O)CSc2ccc(Cl)cc2)s1
→ -4	5	6	-22	-3	13	-6	4	-4	-20	-2
COCCn1c(SCC(=O)Nc2ccccc2C(F)(F)F)nc2ccccc2c1=O
→ 7	-21	3	-15	9	-2	6	-6	10	-2	-3
COC(=O)c1ccc(COc2ccccc2/C=C(\C#N)C(=O)Nc2c(C)cc(C)cc2C)cc1
→ -20	8	2	-44	75*	23	7	71	2	-5	/
O=c1[nH]c2ccccc2nc1/C=C/c1ccc(Cl)cc1
→ -21	-65	2	-64	-177	4	-1	-63	-266	-7	-1
O=C(CCCOc1ccc(Cl)cc1Cl)NCCCO
→ -6	5	3	-19	-19	16	-7	-13	-26	-5	-2
Cc1cc(C)cc(NC(=S)N2CCN(CCO)CC2)c1
→ 2	14	-5	15	15	-8	10	5	16	-5	2
Cc1cnn(CCC(=O)NNC(=S)Nc2ccccc2)c1
→ 5	1	4	-9	-1	-6	6	-13	9	/	-4
COCCn1nnnc1C(c1cccc(C(F)(F)F)c1)N1CCN(Cc2ccccc2)CC1 (stereo not drawn)
→ 0	-7	1	-11	-1	-15	-3	7	17	/	-16
CCN1CCN(c2ccc(S(=O)(=O)N3CCCCC3)cc2NC(=O)c2ccc(C)o2)CC1
→ -9	-3	0	-34	-2	-8	19	12	7	/	5
O=C(Nc1ccc(N2CCOCC2)cc1)c1ccc(Cl)cc1N1CCCC1=O
→ 7	10	-2	5	-9	11	-6	4	-2	-14	5
O=C(CSc1nc2ncccc2[nH]1)NCc1ccco1
→ 1	0	0	-8	-4	10	-6	14	-1	-3	-6
C=CCOc1ccc(/C=C/C(=O)OCC(=O)N(C)CC(=O)Nc2ccccc2Cl)cc1
→ 13	3	-3	-58	-5	-31	2	-19	9	-6	6
Cc1c(C(=O)Nc2ccc(S(=O)(=O)N(C)C3CCN(C)CC3)cc2)oc2c(Cl)cccc12
→ -30	79*	3	0	99*	-10	3	59	-27	-6	-1
COC(=O)Nc1ccc(S(=O)(=O)N2CCCC(C(=O)N3CCN(C)CC3)C2)cc1 (stereo not drawn)
→ -3	4	0	8	2	3	-2	2	8	-1	/
CCCCCCCSc1nc(N)cc(=O)[nH]1
→ -10	-3	1	-1	24	5	-28	14	6	-6	-5
CCOC(=O)C1(CCc2ccccc2)CCN(C(=O)CCn2cnnn2)CC1
→ 1	-40	-5	-10	-131	3	-5	-3	-134	-2	-2
CCOC(=O)N1CCN(C(=O)COCc2cc(-c3ccc4c(c3)OCO4)on2)CC1
→ -2	9	3	-20	-10	3	1	-3	-9	-6	-6
CCCCN(C(=O)c1cccc(-c2ccc(OC(C)=O)cc2)c1)c1c(N)n(CCC)c(=O)[nH]c1=O
→ 8	-8	/	-37	9	-4	-6	-1	-10	-5	-2
Cc1cccc(N(CC(=O)N2CCN(c3ccc(F)cc3)CC2)S(C)(=O)=O)c1C
→ -6	3	0	-5	15	13	3	1	10	-5	-6
COc1c(/C=N/Nc2ccc(C(=O)O)cc2)c(CCN(C)C(C)=O)cc2c1OCO2
→ 4	-9	1	-42	6	0	5	-4	6	-2	9
NS(=O)(=O)c1ccc(CNC(=S)NC2CC2)cc1
→ 3	-7	5	9	8	11	-3	6	18	-5	-3

Copied from above, 11 compounds:
Each structure is followed by: KKLEB cytotox	MITF TRPM1 inh	NR2E3 ag-1	NR2E3 ag-2	Peg3 prom inh	CF NFkB block	PDI turbidity	Shn3 3UTR inh	HIF-2a block	CaV13 ICDI inh	Vif imaging
O=C(CSc1nc2ncccc2[nH]1)NCc1ccco1
→ 1	0	0	-8	-4	10	-6	14	-1	-3	-6
C=CCOc1ccc(/C=C/C(=O)OCC(=O)N(C)CC(=O)Nc2ccccc2Cl)cc1
→ 13	3	-3	-58	-5	-31	2	-19	9	-6	6
Cc1c(C(=O)Nc2ccc(S(=O)(=O)N(C)C3CCN(C)CC3)cc2)oc2c(Cl)cccc12
→ -30	79*	3	0	99*	-10	3	59	-27	-6	-1
COC(=O)Nc1ccc(S(=O)(=O)N2CCCC(C(=O)N3CCN(C)CC3)C2)cc1 (stereo not drawn)
→ -3	4	0	8	2	3	-2	2	8	-1	/
CCCCCCCSc1nc(N)cc(=O)[nH]1
→ -10	-3	1	-1	24	5	-28	14	6	-6	-5
CCOC(=O)C1(CCc2ccccc2)CCN(C(=O)CCn2cnnn2)CC1
→ 1	-40	-5	-10	-131	3	-5	-3	-134	-2	-2
CCOC(=O)N1CCN(C(=O)COCc2cc(-c3ccc4c(c3)OCO4)on2)CC1
→ -2	9	3	-20	-10	3	1	-3	-9	-6	-6
CCCCN(C(=O)c1cccc(-c2ccc(OC(C)=O)cc2)c1)c1c(N)n(CCC)c(=O)[nH]c1=O
→ 8	-8	/	-37	9	-4	-6	-1	-10	-5	-2
Cc1cccc(N(CC(=O)N2CCN(c3ccc(F)cc3)CC2)S(C)(=O)=O)c1C
→ -6	3	0	-5	15	13	3	1	10	-5	-6
COc1c(/C=N/Nc2ccc(C(=O)O)cc2)c(CCN(C)C(C)=O)cc2c1OCO2
→ 4	-9	1	-42	6	0	5	-4	6	-2	9
NS(=O)(=O)c1ccc(CNC(=S)NC2CC2)cc1
→ 3	-7	5	9	8	11	-3	6	18	-5	-3

Other compounds
Each structure is followed by: KKLEB cytotox	MITF TRPM1 inh	NR2E3 ag-1	NR2E3 ag-2	Peg3 prom inh	CF NFkB block	PDI turbidity	Shn3 3UTR inh	HIF-2a block	CaV13 ICDI inh	Vif imaging
O=C(O)c1ccc(Cl)c(S(=O)(=O)Nc2ccc3[nH]c(=O)[nH]c3c2)c1
→ 12	9	-1	7	12	-1	-1	-5	15	2	9
CCN1/C(=C/C=C/c2oc3ccc(-c4ccccc4)cc3[n+]2CC)Oc2ccc(-c3ccccc3)cc21
→ -20	102*	-1	80*	84*	-412	1	96*	86*	-148	147*
COC(=O)c1ccccc1NC(=O)c1cc(OC)cc(OC)c1
→ 5	-4	3	-24	-3	2	7	13	5	/	10
COc1cc(Br)cc(C2C3=C(CCCC3=O)N(c3ccc(F)cc3)C3=C2C(=O)CCC3)c1O
→ -4	2	5	-22	14	11	-1	34	32	-3	-5
Cc1ccccc1NC(=O)c1ccc(Nc2c([N+](=O)[O-])cc([N+](=O)[O-])c3ccccc23)cc1
→ -15	7	-2	-15	32	39	1	15	14	/	-2
Cc1ccc(S(=O)(=O)N2CCN(C(=O)c3ccc(-n4cncn4)c([N+](=O)[O-])c3)CC2)cc1C
→ -8	12	-1	-4	3	9	0	-1	11	-6	-10
CC(=O)Oc1ccccc1Cn1c(C)c(C(=O)NCc2cccc(Cl)c2)sc1=O
→ 1	/	/	-1	9	-7	5	-11	-2	-1	-5
CC/C(Cc1ccccc1)=N/NC(=O)CNC(=O)c1ccc(Cl)cc1Cl
→ 14	13	/	-60	5	-6	-1	0	14	/	-10
CCOc1ccc(CCN2C(=S)N([C@@H](CC(C)C)CN3CCCC3CN3C(=S)NC[C@@H]3CC(C)C)C[C@@H]2Cc2ccccc2)cc1 (stereo partly drawn)
→ 18	13	/	-4	-21	-10	-8	30	2	/	-16
O=S(=O)(N1CCCCCC1)N1CCN(S(=O)(=O)N2CCCCC2)CC1
→ 5	10	-3	-12	11	13	4	-4	16	-7	4
CCOc1ccc(-c2nc(N)ncc2-c2ccc(OC)cc2)c(O)c1
→ -10	-22	2	-1	28	35	-1	-1	17	-3	-1
COc1ccccc1NC(=O)Cc1ccc(-c2ccccc2)cc1
→ 4	-28	2	-25	-73	1	1	10	-154	-4	11
COc1ccc(-c2ccc3sc4ccccc4c(=O)c3c2)cn1
→ -45	-49	2	-131	-206	-56	1	-67	-186	-9	0
CCC/C(O)=C1\C(=O)CCCC1=NCCc1ccc(OCC)c(OCC)c1
→ 6	-8	3	-21	11	12	2	0	20	-19	-1
C=CCn1c(C(CCCC)CC(O)COCCC)n[nH]c1=S (stereo not drawn)
→ 9	-4	2	6	1	-15	-2	11	20	13	2
CC(=O)NCCn1c(SCc2cc(=O)n3cc(Cl)ccc3n2)nc2ccccc2c1=O
→ 7	-1	1	-9	17	-10	2	8	9	-6	18
CC(OC(=O)CC1Sc2ccccc2NC1=O)C(=O)NC1CCCC1 (stereo not drawn)
→ 4	-2	5	-6	7	-7	-4	-5	8	-7	9

High-throughput results (PubChem BioAssay)
